# Source: PubChem
# beta cell repl = inducers of MIN6 beta-cell proliferation, primary screen, ATP luminescence, uHTS. proliferation, % at 10 µM. 330,000 compounds, 0.29% hits. MIN6 cells proliferation, ATPlite luminescence, 48 h; cells starved in 0.2% serum; 100% = growth in 10% serum;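 active = compounds whose signal lies at least 3.5 SD above the mean of all wells on their plate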;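 note: 0% = DMSO-treated cells in low-serum medium and 100% = 10% serum control; some compounds called inactive have numbers as strong as hits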
# APOBEC3A inh = APOBEC3A ssDNA deaminase inhibitors, primary screen, selectivity assay for APOBEC3G inhibitor project, biochemical, FAM/TAMRA oligo cleavage fluorescence; DNA dC->dU-editing enzyme APOBEC-3A (Homo sapiens), P31941; recombinant A3A, FAM/TAMRA ssDNA deamination fluorescence; inhibition, % at 20 µM; 330,000 compounds, 0.41% hits; AID 493011, 2011;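 active = at least 40% inhibition at 20 µM here, with at most 30% in a related deaminase screen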;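 note: plate controls were A3A with DMSO for no effect and wells lacking A3A enzyme for full effect; some results filed as inactive read as strong as hits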
# hIAP activ = human IAP activators, primary screen, biochemical, luminescence, uHTS | activation factor at 10 µM | Intestinal-type alkaline phosphatase (Homo sapiens), P09923 | 330,000 compounds, 0.16% hits | purified human IAP, CDP-Star luminescence, 30 min; stronger effect = higher value; 1 = vehicle-only enzyme, 0 = enzyme-free background | AID 2524, 2010;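 active = activation factor of the enzyme at least 2-fold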; note: the source names both 10 and 20 µM as test concentration; values of inactives mirror those of a sister screen read the other way
# Target sequence (P09923 whole entry, looked up): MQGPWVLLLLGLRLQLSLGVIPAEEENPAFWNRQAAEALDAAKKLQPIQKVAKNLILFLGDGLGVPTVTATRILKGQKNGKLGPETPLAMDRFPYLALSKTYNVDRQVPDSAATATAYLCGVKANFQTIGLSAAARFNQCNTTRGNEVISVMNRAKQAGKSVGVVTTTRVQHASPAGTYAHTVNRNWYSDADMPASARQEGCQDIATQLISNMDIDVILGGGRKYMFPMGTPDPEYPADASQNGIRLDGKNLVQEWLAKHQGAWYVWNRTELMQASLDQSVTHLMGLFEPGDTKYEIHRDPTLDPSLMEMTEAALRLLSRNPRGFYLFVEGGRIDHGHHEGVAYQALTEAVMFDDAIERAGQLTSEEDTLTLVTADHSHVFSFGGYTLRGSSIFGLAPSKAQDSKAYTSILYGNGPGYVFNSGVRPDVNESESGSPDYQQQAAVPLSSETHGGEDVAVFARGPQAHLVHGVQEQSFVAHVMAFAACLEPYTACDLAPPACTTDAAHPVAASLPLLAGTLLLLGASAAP
# hIAP block = human IAP inhibitors, primary screen, biochemical, luminescence, uHTS. Intestinal-type alkaline phosphatase (Homo sapiens), P09923. purified IAP, CDP-Star luminescence, 30 min. inhibition, % at 10 µM. 330,000 compounds, 0.12% hits. AID 2544, 2010;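 active = inhibition reaching a set limit with compound at 10 µM in the primary screen, cut at about 35% in these data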;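 note: plate controls were DMSO wells with enzyme for no effect and no-enzyme buffer wells for full effect; values of inactives mirror those of a sister screen read the other way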
# mIAP inh = inhibitors of mouse IAP, primary screen, biochemical, luminescence, uHTS; purified mouse IAP, CDP-Star luminescence, 30 min; inhibition, % at 10 µM; 330,000 compounds, 0.2% hits; AID 2806, 2010;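 active = inhibition of at least 40% at 10 µM in the primary screen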;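 note: plate controls were DMSO with enzyme for no effect and no enzyme wells for full effect; values of inactives mirror those of a sister screen read the other way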
# APOBEC3G inh = APOBEC3G DNA deaminase inhibitors, primary screen, biochemical, fluorescence, single-stranded DNA substrate, uHTS | AID 493012, 2011 | 330,000 compounds, 0.28% hits | inhibition, % at 20 µM | recombinant A3G, ssDNA deamination FAM/TAMRA fluorescence;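 active = inhibition of at least 40% at 20 µM, with no more than 30% in the related APOBEC3A deaminase screen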;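 note: plate controls were DMSO wells with A3G for no effect and wells lacking A3G enzyme for full effect; some compounds called inactive have numbers as strong as hits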
# Target sequence (Q9HC16 whole entry, looked up): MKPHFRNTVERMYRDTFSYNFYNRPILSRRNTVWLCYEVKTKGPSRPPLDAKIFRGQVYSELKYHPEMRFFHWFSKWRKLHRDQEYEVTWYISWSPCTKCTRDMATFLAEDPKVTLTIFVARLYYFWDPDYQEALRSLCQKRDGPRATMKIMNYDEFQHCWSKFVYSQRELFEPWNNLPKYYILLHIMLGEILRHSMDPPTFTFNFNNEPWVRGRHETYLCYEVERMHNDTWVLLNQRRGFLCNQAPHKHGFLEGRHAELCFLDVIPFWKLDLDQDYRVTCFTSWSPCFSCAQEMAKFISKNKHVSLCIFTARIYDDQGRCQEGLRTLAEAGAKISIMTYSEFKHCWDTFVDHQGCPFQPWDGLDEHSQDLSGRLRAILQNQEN
# mIAP act = activators of mouse IAP, primary screen, biochemical, luminescence, uHTS; intestinal alkaline phosphatase [Mus musculus]; muIAP, CDP-Star luminescence, 30 min; stronger effect = higher value; 1 = vehicle-only enzyme signal, 0 = enzyme-free wells; activation factor at 10 µM; 330,000 compounds, 0.24% hits;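 active = activation factor of at least 2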; note: the source names both 10 and 20 µM as test concentration; values of inactives mirror those of a sister screen read the other way
#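 Assay system: mouse IAP enzyme; reagent: chemiluminescent substrate CDP-Star; dosing: test compounds delivered from DMSO solution; schedule: 30 min at room temperature; measured by: luminescence from enzymatic CDP-Star hydrolysis; controls: DMSO-only wells and no-enzyme negative control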
# MPTP block = mitochondrial permeability transition pore inhibitors, primary screen, biochemical, isolated mouse mitochondria, absorbance; Ca2+ swelling absorbance, 30 min; inhibition, % at 10 µM; 360,000 compounds, 1.4% hits; AID 602449, 2012;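 active = inhibition of 50% or more, scaled per plate between neutral and stimulator controls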;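 note: 0% = DMSO wells given calcium and 100% = 1 mM EGTA wells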
# NR3A LBD binder = binders of NR3A ligand-binding domain, primary screen, biophysical, differential scanning fluorimetry, uHTS; Tm shift relative to glycine control, % at 25 µM; 340,000 compounds, 2.5% hits; NR3A LBD differential scanning fluorimetry, Tm shift; 0% = protein alone, 100% = glycine-bound protein; Glutamate receptor ionotropic, NMDA 3A (GRIN3A) ligand-binding domain; AID 1259313, 2017;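 active = melting temperature shift of at least 10% of the positive control shift, at one fixed dose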
# * marks the source's active call; other numbers are inactive results.
# Values run as follows: APOBEC3G inh	MPTP block	mIAP inh	mIAP act	hIAP activ	beta cell repl	hIAP block	NR3A LBD binder	APOBEC3A inh
> CCN(CC)CCN(C(=O)c1ccc2c(c1)OCCO2)c1nc2c(Cl)cccc2s1
  -2	-1.1	4	0.96	0.9	2	10	-1	-1
> CCN(C1CCS(=O)(=O)C1)S(=O)(=O)c1cccs1 (stereo unspecified)
  -7	-1.7	-11	1.1	0.93	-3	7	2	-7
> CN(C)S(=O)(=O)c1cccc(NC(=O)c2cc(-c3cccs3)nn2-c2cccc(Cl)c2)c1
  -1	-2.0	-2	1	0.91	-2	9	2	2
> CN(c1ccccc1)S(=O)(=O)c1cccc(NC(=O)c2ccc(=O)[nH]n2)c1
  1	12	-5	1.1	1	-2	-4	-2	6
> Cc1nn(C(C)C(=O)NC2CC2)c(=O)c2nn(-c3ccccc3)c(C)c12 (stereo unspecified)
  -5	-1.5	5	0.95	1.1	-2	-15	0	-4
> CCn1c(/C=N/c2nc3ccccc3n2C)nc2ccccc21
  -7	-1.8	-16	1.2	1.6	-4	-61	2	-6
> COCCN1CCn2c(nc3cc(NC(=O)NC4CCCCC4)ccc32)C1
  -1	-1.9	6	0.94	1.1	-3	-9	0	0
> COC(=O)C1=C(N)Oc2cc(C)[nH]c(=O)c2C1c1cc(OC)c(OC)c(OC)c1 (stereo unspecified)
  -10	-2.1	2	0.98	0.85	-1	15	0	-7
> Cc1ccc(C(C(=O)NC2CCCCC2)N(Cc2cccnc2)C(=O)C2COc3ccccc3O2)o1 (stereo unspecified)
  1	0.8	-37	1.4	1.3	-3	-32	0	9
> O=C(CN1C(=O)CCSc2ccc(S(=O)(=O)N3CCOCC3)cc21)Nc1cccc(F)c1
  -3	-0.5	5	0.95	0.77	-1	23	2	4
> O=C(NCc1ccccn1)C1CCC(=O)N1C1CCCCC1 (stereo unspecified)
  -9	-1.1	-7	1.1	0.88	-3	12	1	-1
> Cc1nc(-c2cccc(NC(=O)c3ccc(-n4cccn4)cc3)c2)cs1
  -3	-0.8	18	0.82	0.98	7	2	16*	-5
> COCCNC(=O)CCc1nnc2ccc(N3CCC(C)CC3)nn12
  -8	0.2	8	0.92	1.1	-5	-9	0	-5
> COc1ccc(NC(=O)C2CCCCN2N)cc1OC (stereo unspecified)
  3	-4.7	-4	1	1	-2	-3	5	1
> CC(=O)N/C(=C\c1ccccc1)C(=O)OCC(=O)N(CC(C)C)c1c(N)n(Cc2ccccc2)c(=O)[nH]c1=O
  -10	1.3	-2	1	1.2	-3	-18	-2	-2
> CCOc1ccc(C(=O)NCc2ccc3c(c2)OCO3)cc1
  3	0.6	-8	1.1	1.2	-3	-22	1	1
> S=c1[nH]nc(Cc2ccc(Br)cc2)n1/N=C/c1ccc(Cl)cc1
  39	5.0	3	0.97	0.94	-4	6	5	1
> CCOC(=O)CN1CC23C=CC(O2)C(C(=O)Nc2ccc(OCC)cc2)C3C1=O (stereo unspecified)
  11	-1.0	-4	1	1.1	-2	-8	-4	3
> CC(/C=C/c1ccccc1)=N\NC(=O)c1cc(C)nc2ccccc12
  -6	-1.3	-1	1	1	-3	0	7	-2
> O=C(Cn1nnc2ccccc21)OCc1ccccc1
  -10	-1.4	4	0.96	0.95	-2	5	-2	-4
> Cc1ccc(S(=O)(=O)N2CCC(=O)N(C(COCc3ccc(Cl)cc3Cl)Cc3ccccc3)CC2)cc1 (stereo unspecified)
  -8	0.2	-7	1.1	0.99	-8	0	-2	-4
> Cc1cccc(C(=O)Nc2c3c(nn2C(C)(C)C)CS(=O)(=O)C3)c1
  -1	0.5	-10	1.1	1.2	-1	-21	1	3
> CCCCC1=CC2=C(c3ccco3)C(=O)C(C)(OC(=O)c3ccc(OC)cc3)C(=O)C2=CN1C(CO)CO (stereo unspecified)
  -8	-0.1	8	0.92	0.88	-1	12	1	-3
> S=C1NCN(CCc2ccccc2)CN1Cc1ccccc1
  -5	0.1	-13	1.1	1.1	-2	-6	-1	-5
> CCc1nnc(NC(=O)c2ccc(NC(=O)C(C)C)cc2)s1
  -12	-1.1	-7	1.1	1.1	-2	-7	-11	-4
> C=C(C)C(C)(C#CCN1CCCC1)OC(C)=O (stereo unspecified)
  -2	0.6	4	0.96	1	0	-2	1	3
> CC(O)Cc1cn(CC(=O)N2CCNCC2)nn1 (stereo unspecified)
  20	-0.6	-7	1.1	1.1	-4	-9	2	3
> O=C(COc1ccc(Cl)cc1)NCc1nnc(SCC(=O)NCCc2ccccc2)o1
  -6	-2.3	-5	1.1	1	-1	-4	2	-7
> CS/C(=N\S(=O)(=O)c1cccs1)Nc1ccc(Cl)cc1
  -3	1.7	-2	1	1	-2	0	1	0
> CCOC(=O)CSc1c(-c2ccccc2)c2cc(Cl)ccc2[nH]c1=O
  -2	-7.6	13	0.87	1.1	0	-10	-7	5
> CCCC1=Nc2cc(C(=O)NCCCOCC)ccc2Sc2ccccc21
  0	-0.6	7	0.93	0.93	-6	7	-3	1
> CC(C)c1ccc(C(=O)OCC(=O)c2c(N)n(C)c(=O)n(C)c2=O)cc1
  -3	0.3	6	0.94	1.1	-1	-7	-10	-1
> CC(C)OC(=O)c1cc(NC(=O)c2nn(C)cc2Br)cc(C(=O)OC(C)C)c1
  -4	2.0	3	0.97	1.3	0	-29	-4	2
> Cc1cc(C(=O)N2CCN(c3ccc([N+](=O)[O-])cc3)CC2)c(C)o1
  -8	-0.3	9	0.91	0.99	3	1	0	-6
> Cc1ccc(S(=O)(=O)NCCOc2nc(N(C)C)nc(N(C)C)n2)cc1
  -1	-0.6	-9	1.1	1	1	-2	2	-2
> CCOc1ccc(NC(=O)Nc2cc(C)ccc2OC)cc1
  -5	2.1	-20	1.2	1	-3	-5	-2	-4
> COCc1c(C(=O)OCC(=O)c2ccc[nH]2)oc2ccccc12
  18	-1.1	0	1	1	6	-1	2	4
> CC(C)(C)SCCNC(=O)COc1ccccc1
  -1	-0.5	7	0.93	0.96	0	4	0	-2
> Cn1cnnc1Sc1ccc(/C=C(\CC(=O)O)c2nc3ccccc3s2)cc1[N+](=O)[O-]
  -3	1.3	6	0.94	1	2	-3	-3	0
> COc1cccc(CSc2nc3nc(C)cc(C)n3n2)c1
  -3	0.5	0	0.99	1	-2	-2	0	-1

# 5 of the entries above in order of their number in APOBEC3G inh, descending:
SMILES	APOBEC3G inh
COCc1c(C(=O)OCC(=O)c2ccc[nH]2)oc2ccccc12	18
CCCC1=Nc2cc(C(=O)NCCCOCC)ccc2Sc2ccccc21	0
Cc1ccc(S(=O)(=O)NCCOc2nc(N(C)C)nc(N(C)C)n2)cc1	-1
COc1cccc(CSc2nc3nc(C)cc(C)n3n2)c1	-3
Cc1cc(C(=O)N2CCN(c3ccc([N+](=O)[O-])cc3)CC2)c(C)o1	-8

# Carrying on.
# Values run as follows: APOBEC3G inh	MPTP block	mIAP inh	mIAP act	hIAP activ	beta cell repl	hIAP block	NR3A LBD binder	APOBEC3A inh
> CN(C)c1ccc(/C=N/NC(=O)c2nnn(-c3nonc3N)c2CN2CCCCCC2)cc1
  -7	-0.7	-2	1	1.3	-3	-26	-3	-9
> COc1ccc(N(CC(=O)N/N=C/c2cccc3c2OCCO3)S(=O)(=O)c2ccc(NC(C)=O)cc2)cc1
  -5	1.7	-2	1	0.99	5	1	-3	-2
> CCCc1cc(=O)[nH]c(SCC(=O)N2c3ccccc3NC(=O)C2(C)C)n1
  0	0.1	5	0.95	0.95	0	5	0	1
> Cc1ccsc1C(=O)OCC(=O)c1ccc[nH]1
  -10	-1.2	3	0.97	0.9	-3	10	-1	-4
> Cc1c(Br)cc(C(=O)N2CCN(CCO)CC2)c(C)c1C
  -1	0.1	6	0.94	1.2	1	-24	3	-1
> O=C1NC(=O)/C(=C/c2ccccc2OCc2ccccc2)S1
  -6	8.1	5	0.95	0.97	-6	3	-16	-5
> O=C(NCc1cccnc1)c1ccc(S(=O)(=O)N2CCCCCC2)cc1
  -1	0.4	-3	1	1.1	2	-5	1	1
> Cc1cc(C(=O)CSc2ccc(F)cc2)cc(C)c1OC(=S)N(C)C
  -3	1.0	5	0.95	1.1	-3	-6	0	1
> N#CCSc1nc2ccccc2c(=O)n1CCC(=O)NC1CCCCC1
  -6	-0.6	-5	1	1.1	-3	-6	-2	0
> CCOC(=O)C1=C(CNCCOc2ccc(OC)cc2)NC(=O)NC1c1ccc2c(c1)OCO2 (stereo unspecified)
  -8	18	-6	1.1	1.1	-1	-10	0	-2

# Nothing new here: entries from further up.
# Values run as follows: APOBEC3G inh	MPTP block	mIAP inh	mIAP act	hIAP activ	beta cell repl	hIAP block	NR3A LBD binder	APOBEC3A inh
> O=C(NCc1cccnc1)c1ccc(S(=O)(=O)N2CCCCCC2)cc1
  -1	0.4	-3	1	1.1	2	-5	1	1
> Cc1cc(C(=O)CSc2ccc(F)cc2)cc(C)c1OC(=S)N(C)C
  -3	1.0	5	0.95	1.1	-3	-6	0	1
> N#CCSc1nc2ccccc2c(=O)n1CCC(=O)NC1CCCCC1
  -6	-0.6	-5	1	1.1	-3	-6	-2	0
> CCOC(=O)C1=C(CNCCOc2ccc(OC)cc2)NC(=O)NC1c1ccc2c(c1)OCO2 (stereo unspecified)
  -8	18	-6	1.1	1.1	-1	-10	0	-2

# Carrying on:
# Values run as follows: APOBEC3G inh	MPTP block	mIAP inh	mIAP act	hIAP activ	beta cell repl	hIAP block	NR3A LBD binder	APOBEC3A inh
> COc1ccc(OC(C)C(=O)Nc2cccc(F)c2)cc1 (stereo unspecified)
  0	0.0	5	0.95	0.91	-4	9	0	2
> O=c1[nH]c(-c2ccccc2)nn1-c1ccc(Br)cc1Br
  2	0.6	-6	1.1	1	-2	-4	1	3
> CC(=O)Nc1cc(C(=O)NCc2ccco2)ccc1Sc1ccc(C)cc1
  -10	-2.5	-8	1.1	1.1	0	-12	-5	-7
> COc1ccc(-c2c(C#N)c(N)nc3c2c(=O)n(C)c(=O)n3C)cc1Cl
  -2	0.4	8	0.92	1.1	0	-11	2	-1
> Cc1ccc(OCC(=O)Nc2cc(C)on2)c([N+](=O)[O-])n1
  1	1.3	11	0.89	0.99	2	1	-1	6
> COc1ccc(NC(=O)C2CC(=O)OC23CCCCC3)cc1 (stereo unspecified)
  -1	-0.5	-10	1.1	0.92	2	8	1	2
> COCCCNC(=S)Nc1ccccc1C
  -9	0.2	8	0.92	0.86	-1	14	-6	-6
